Bioassay records from PubChem BioAssay.
Arrestin-AP2 inh: inhibitors of beta-arrestin/AP2 binding, primary screen, biochemical, GPCR trafficking, flow cytometry | beta-arrestin 1 C-terminal peptide binding to AP2 beta2-adaptin appendage (human) | FITC-arrestin peptide / GST-AP2 beads; AP2 beta2 appendage carries R879A mutation | inhibition, % at 10 µM | 340,000 tested, 0.31% active;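 active = inhibition above a set limit, near 3 SD of compounds lacking own fluorescence, cut at about 54% in these data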;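 also: plate controls were DMSO wells for no effect and 5 µM unlabelled arrestin peptide for full effect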
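system = GST-tagged AP2 beta2-adaptin appendage (R879A) on 4 µm glutathione beads | reagent = FITC-labelled arrestin peptide probe, 50 nM final | schedule = compound with beads 12 min RT, then probe 1 h RT | signal = HyperCyt-sampled flow cytometry, FL1 channel, ex 488/em 535 nm | read-out = percent response from loss of bead-bound FITC fluorescence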
CDK5 inh: inhibitors of human CDK5/p35 kinase, primary screen, biochemical, single concentration; AID 488839, 2010; 330,000 tested, 0.01% active; Recombinant CDK5/p35, ADP-Glo luminescence, 60 min; inhibition, % at 10 µM; Cyclin-dependent kinase 5 (Homo sapiens) + Cyclin-dependent kinase 5 activator 1 (Homo …;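 active = highest replicate inhibition of at least 50% and at least 75% of replicates reaching 50%; inconclusive = only one of the two criteria met; inactive = both criteria failed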;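 also: plate controls were DMSO neutral control for no effect and GW8510 at 10 µM for full effect; many of its hits are not listed in these tables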
PKA-R1A act: activators of PKA-R1A holoenzyme, primary screen, biochemical, fluorescence polarization, Cy5-IP20, bovine R1A, mouse PKAc; cAMP-dependent protein kinase type I-alpha regulatory subunit (Bos taurus) + …; PKA-R1A dissociation; scaled: DMSO 0%, 113 µM cGMP 100%; activation, % at 11.4 µM; 340,000 tested, 0.083% active;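 active = percent activation above the mean of all tested compounds plus 3 SD, cut at about 19% in these data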;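 also: higher means more PKAc released from R1A so a rise in polarization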
dFosB act: activators of delta FosB homodimer, primary screen, biochemical, fluorescence polarization, TAMRA-CDK5 oligo, single point; Protein FosB (Mus musculus), P13346; purified delta FosB; percent of positive-control signal above neutral wells; activation, % at 25 µM; 340,000 tested, 0.99% active; AID 493131, 2011;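 active = mean activation above about 17%, with every replicate also reaching it, limit read from the data, passing the limit was not always enough; inconclusive = only one of the two conditions met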;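 also: fluorescence polarization rise as delta FosB binds a TAMRA Cdk5 AP-1 oligo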
Target sequence (P13346 whole entry, looked up): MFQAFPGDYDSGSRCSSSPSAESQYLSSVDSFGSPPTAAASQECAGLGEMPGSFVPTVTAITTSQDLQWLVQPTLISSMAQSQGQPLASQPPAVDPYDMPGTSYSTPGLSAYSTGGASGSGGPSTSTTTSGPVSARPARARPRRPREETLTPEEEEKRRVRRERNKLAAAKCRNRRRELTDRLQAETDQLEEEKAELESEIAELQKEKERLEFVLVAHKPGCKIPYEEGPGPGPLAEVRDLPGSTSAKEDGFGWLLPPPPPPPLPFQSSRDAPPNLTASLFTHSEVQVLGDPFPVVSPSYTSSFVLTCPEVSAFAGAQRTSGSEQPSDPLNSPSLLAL
SR-BI uptake up: activators of SR-BI mediated DiI-HDL uptake, primary screen, ldlA[mSR-BI] CHO cells, DiI fluorescence; 3 h; 100 = double the neutral-control signal; AID 504775, 2011; 320,000 tested, 0.096% active; activation, % at 12.5 µM;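 active = mean replicate activation of at least 60% and every replicate at or above 60%; inconclusive = mean or all-replicate condition met, but not both; inactive = mean below 60% and not all replicates reaching 60%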;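 also: 0% = median plate neutral-control signal and 100% = twice that signal; values of inactives mirror those of a sister screen read the other way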
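System: CHO ldlA[mSR-BI] cells / Medium: HEPES-buffered (25 mM, pH 7.4) F12 plus 0.5% BSA / Probe or stimulus: labelled HDL, 10 µg/mL / Doses: single compound concentration, delivered by pin transfer / Schedule: 3 h, 37 °C / Measured by: DiI fluorescence, bottom read / Measure: cell-associated DiI fluorescence as measure of HDL uptake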
SR-BI DiI inh: inhibitors of SR-BI mediated HDL lipid uptake, primary screen, ldlA[mSR-BI] cells, fluorescence, single point. Scavenger receptor class B member 1 (Mus musculus), Q61009. ldlA[mSR-BI] CHO cells, DiI-HDL uptake fluorescence, 3 h. inhibition, % at 12.5 µM. 320,000 tested, 0.96% active. AID 488896, 2010;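 active = mean replicate inhibition of at least 70% and a set share of replicates each scoring 70 or more; inconclusive = meets just one of the two criteria; inactive = fails both criteria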;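 also: 0% = median of neutral control wells and 100% = median of positive control wells; values of inactives mirror those of a sister screen read the other way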
Target sequence (Q61009 whole entry, looked up): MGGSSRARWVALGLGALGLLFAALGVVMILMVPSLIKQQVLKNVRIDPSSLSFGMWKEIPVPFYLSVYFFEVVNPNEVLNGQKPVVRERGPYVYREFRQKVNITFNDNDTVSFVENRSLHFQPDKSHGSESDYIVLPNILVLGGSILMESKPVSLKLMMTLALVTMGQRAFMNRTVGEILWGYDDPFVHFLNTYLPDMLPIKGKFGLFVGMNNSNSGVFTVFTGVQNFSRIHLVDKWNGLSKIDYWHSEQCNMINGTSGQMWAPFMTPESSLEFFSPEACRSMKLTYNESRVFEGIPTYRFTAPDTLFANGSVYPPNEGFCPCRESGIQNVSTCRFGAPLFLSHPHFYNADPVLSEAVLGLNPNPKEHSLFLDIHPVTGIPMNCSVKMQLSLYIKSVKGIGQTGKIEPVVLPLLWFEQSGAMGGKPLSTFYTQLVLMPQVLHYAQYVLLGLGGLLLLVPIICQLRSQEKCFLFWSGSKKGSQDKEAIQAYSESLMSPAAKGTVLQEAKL
PKA-R2B activ: activators of PKA-R2B holoenzyme, primary screen, biochemical, fluorescence polarization, Cy5-IP20, human | AID 504700, 2011 | PKA-R2B holoenzyme dissociation; R2B truncated from residue 108, S112A mutant; 0% DMSO only, 100% 113 µM cGMP | activation, % at 11.4 µM | 340,000 tested, 0.079% active | cAMP-dependent protein kinase catalytic subunit beta (Homo sapiens) + cAMP-dependent …;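 active = activation above a cutoff set at the mean over all compounds plus 3 SD, cut at about 18% in these data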;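 also: higher means more holoenzyme dissociation and a rise in polarization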
Mot1-301 SUMO: yeast Mot1-301 growth rescue at high temperature, primary screen, SUMOylation pathway inhibitor project, S. cerevisiae, ATP luminescence, 38.5C; S. cerevisiae Mot1-301 growth rescue; percent above DMSO median, 100 means doubled; 320,000 tested, 1% active; growth rescue, % at 18.8 µM;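 active = every valid replicate shows activation above 250% relative to neutral control wells; inactive = the rest, any valid replicate at or below 250%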;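 also: OY570 slx delta 5 strain wells were the positive control but not used for scaling; some compounds called inactive have numbers as strong as hits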
NSD2 HMT inh: NSD2 histone methyltransferase inhibitors, primary screen, biochemical, AlphaScreen, single concentration, set 2 | 310,000 tested, 0.54% active | inhibition, % at 12.5 µM | NSD2 peptide methylation, 120 min; in the data active = inhibition above about 50%
Pemphigus Ab inh: inhibitors of pemphigus antibody binding to DSG3, primary screen, biochemical, bead-based, flow cytometry, scFv-GFP. DSG3-coupled beads, scFv-anti-DSG3-GFP binding; hits give low values. 310,000 tested, 0.48% active. binding (percent of control), % at 10 µM. AID 588358, 2011;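 active = binding more than 3 SD below its plate's average and above zero; inconclusive = below that plate limit but binding exactly zero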;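 also: hits lower antibody fragment binding to DSG3; some compounds called inactive have numbers as strong as hits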
MITF act: activators of MITF-driven TRPM1 promoter reporter, primary screen, cell-based, SK-MEL-5, luciferase, single point; SK-MEL-5 TRPM1-promoter luciferase, 24 h; % of positive control, neutral wells = 0; activation, % at 12.5 µM; 300,000 tested, 0.75% active;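 active = mean activation of at least 80% with every replicate also reaching 80%; inconclusive = mean reaches 80% but some replicate falls short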;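 also: 0% = neutral control wells and 100% = parthenolide positive control wells; values of inactives mirror those of a sister screen read the other way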
* = called active by the depositor; i = inactive; ? = inconclusive; nt = not tested or not shown; & = joins results of further samples.

| canonical_smiles | NSD2 HMT inh | SR-BI uptake up | PKA-R2B activ | Pemphigus Ab inh | CDK5 inh | Mot1-301 SUMO | SR-BI DiI inh | PKA-R1A act | dFosB act | MITF act | Arrestin-AP2 inh |
| --- | --- | --- | --- | --- | --- | --- | --- | --- | --- | --- | --- |
| Cn1cc(CN2CCC(O)CC2)c(-c2ccc(Oc3ccccc3)cc2)n1 | -3 | 48 | -9 | 83 | 0.8 | 14 | -48 | -11 | -1 | -6 | 12 |
| O=C(CCCCCN1C(=O)c2ccccc2C1=O)Nc1ccccc1 | -4 | 31 | -6 | 104 | 0.7 | 3 | -31 | -4 | -1 | -6 | 8 |
| CCCCN(CC)Cc1ccc(CNC(=O)Nc2ccc(Cl)cc2)o1 | 13 | nt | -5 | 95 | 0.4 | 7 | nt | -6 | -5 | 12 | -1 |
| Cc1cc(C)n(C(=O)/C=C/c2cccs2)n1 | -1 | 0 | -8 | 110 | -5.7 | -4 | 0 | -6 | -13 | nt | 23 |
| O=C1CC(c2ccco2)CC2=C1C1c3ccccc3C(=O)N1c1ccccc1N2 (stereo not drawn) | -2 | 3 | 10 | 98 | 0.2 | nt | -3 | -9 | 1 | -8 | 99* |
| COc1cccc(CN(C(=O)c2ccccc2)C2CCS(=O)(=O)C2)c1 (stereo not drawn) | 0 | 13 | 1 | 107 | -0.3 | -6 | -13 | -9 | -7 | 6 | 20 |
| CCN(C(=O)COC(=O)c1ccccc1O)c1cccc2ccccc12 | 0 | 1 | -3 | 126 | -2.0 | 48 | -1 | -3 | -7 | 4 | -6 |
| CC(C)NS(=O)(=O)c1cc(F)ccc1CN1C(=O)c2cccnc2C1=O | -3 | 24 | -3 | 93 | 0.8 | -17 | -24 | -3 | -3 | 8 | 5 |
| CC1CCCCN1C(=S)NCc1ccccc1 (stereo not drawn) | -2 | 47 | -6 | 98 | 2.6 | 3 | -47 | -2 | -8 | 23 | -11 |
| O=C(O)c1ccc(NS(=O)(=O)c2ccc(N3CCCC3)c([N+](=O)[O-])c2)cc1 | 3 | 22 | -6 | 101 | -0.8 | -7 | -22 | 2 | -7 | -1 | -13 |
| Clc1ccc(OCCn2cnc3ccccc32)cc1 | -1 | -3 | -7 | nt | 0.9 | -7 | 3 | 4 | -8 | 21 | 35 |
| CC1C=CCC2C(=O)N(c3cccc(C(=O)Nc4ccc(Br)cc4)c3)C(=O)C12 (stereo not drawn) | 0 | -31 | -4 | 104 | 0.7 | -11 | 31 | -9 | -9 | -13 | -22 |
| CN(C)S(=O)(=O)c1cc(C(=O)OCCn2cnc3c2c(=O)n(C)c(=O)n3C)ccc1Cl | 9 | 10 | 0 | 97 | -0.6 | -19 | -10 | -8 | 1 | -7 | 12 |
| O=C(COc1ccccc1[N+](=O)[O-])Nc1cccc(S(=O)(=O)NC2=NCCCCC2)c1 | -1 | -8 | 12 | 96 | -1.7 | 87 | 8 | -4 | -1 | -5 | 24 |
| S=C(NNC(=S)NC1CC2CCC1C2)NC1CC2C=CC1C2 (stereo not drawn) | 0 | -24 | nt | 95 | 1.8 | -6 | 24 | nt | 1 | nt | 37 |
| O=C(O)c1ccc(C=C(c2nc3ccccc3s2)c2nc3ccccc3s2)cc1 | nt | 16 | -5 | 117 | 0.2 | 60 | -16 | -2 | -23 | -15 | -6 |
| NC(=O)c1ncn([C@@H]2O[C@H](CNCc3cccc4c3sc3ccccc34)[C@@H](O)[C@H]2O)n1 | nt | ? | -2 | 96 | -0.5 | nt | -197 | -4 | -2 | 4 | 3 |
| O=C1CCCCN1CCCC(=O)N1CCCC(Nc2ccc(F)c(F)c2)C1 (stereo not drawn) | 1 | 7 | 11 | 102 | 0.8 | 7 | -7 | 5 | 6 | -4 | 32 |
| CCOC(=O)c1cc(S(=O)(=O)Nc2ccc(OC)cc2OC)cn1C | 56* | 26 | 5 | nt | -1.3 | 9 | -26 | 2 | -5 | 1 | 0 |
| CCC1(c2ccc(F)cc2)NC(=O)N(CC(=O)N2CCc3ccccc32)C1=O (stereo not drawn) | 1 | nt | 9 | 110 | -1.7 | 10 | -12 | -1 | -7 | -10 | 29 |

Record cards, from the list above. Order of values: NSD2 HMT inh	SR-BI uptake up	PKA-R2B activ	Pemphigus Ab inh	CDK5 inh	Mot1-301 SUMO	SR-BI DiI inh	PKA-R1A act	dFosB act	MITF act	Arrestin-AP2 inh
`COc1cccc(CN(C(=O)c2ccccc2)C2CCS(=O)(=O)C2)c1` (stereo not drawn) across the screens: 0	13	1	107	-0.3	-6	-13	-9	-7	6	20
`O=C1CCCCN1CCCC(=O)N1CCCC(Nc2ccc(F)c(F)c2)C1` (stereo not drawn) across the screens: 1	7	11	102	0.8	7	-7	5	6	-4	32
`O=C(O)c1ccc(NS(=O)(=O)c2ccc(N3CCCC3)c([N+](=O)[O-])c2)cc1` across the screens: 3	22	-6	101	-0.8	-7	-22	2	-7	-1	-13
`CC1CCCCN1C(=S)NCc1ccccc1` (stereo not drawn) across the screens: -2	47	-6	98	2.6	3	-47	-2	-8	23	-11

Going on with the list:
| canonical_smiles | NSD2 HMT inh | SR-BI uptake up | PKA-R2B activ | Pemphigus Ab inh | CDK5 inh | Mot1-301 SUMO | SR-BI DiI inh | PKA-R1A act | dFosB act | MITF act | Arrestin-AP2 inh |
| --- | --- | --- | --- | --- | --- | --- | --- | --- | --- | --- | --- |
| O=C(O)c1c2c(nc3ccccc13)/C(=C/c1cccc([N+](=O)[O-])c1)CCC2 | 0 | -3 | -4 | 94 | -6.9 | 8 | 3 | -5 | -3 | 2 | 5 |
| CCC(C)Sc1ccc([C@@H]2[C@H]3C(=O)N(CC)C(=O)[C@H]3[C@]3(C(=O)OC)CCCN23)cc1OC (stereo partly drawn) | nt | 10 | -5 | 131 | 0.3 | -9 | -10 | 0 | 1 | -5 | 44 |
| C[C@H](NC(=O)[C@@H]1Cc2ccccc2CN1)C(=O)NC1CCCC1 | -1 | 17 | 15 | 105 | 1.2 | 32 | -17 | 11 | -13 | -5 | 4 |
| COC(=O)c1ccc(/C=N/NC(=S)NCCN2CCOCC2)cc1 | nt | 19 | 7 | 98 | 0.6 | -1 | -19 | -4 | -1 | -5 | 2 |
| CN(C)CCNC(=O)CNC(=S)N(Cc1ccccc1)Cc1ccccc1F | -6 | 23 | 0 | 97 | -0.6 | -7 | -23 | 8 | 2 | 4 | 16 |
| CC(=O)Nc1nnc(SCC(=O)NCCOc2ccccc2)s1 | 1 | -5 | 6 | 105 | 0.6 | -13 | 5 | -3 | 5 | 2 | 16 |
| Cn1c(/N=C/c2cccs2)nc2ccccc21 | 4 | 15 | -4 | 102 | 0.3 | 46 | -15 | 1 | 5 | -14 | 11 |
| COc1ccc(CN2CCN(Cc3c[nH]c4ccccc34)CC2CCO)c(F)c1 (stereo not drawn) | 7 | -13 | 13 | 104 | -0.1 | 9 | 13 | -12 | -12 | -8 | 30 |
| COc1cccc(N(CC(=O)N2CCc3ccccc3C2)S(C)(=O)=O)c1 | 0 | 19 | 9 | 104 | 1.8 | -16 | -19 | 4 | -4 | 11 | 10 |
| COc1cccc(CN=C2Nc3ccccc3CS2)c1 | -2 | 5 | -3 | 101 | 1.7 | 332 | -5 | -10 | 8 | 34 | -10 |
| CN(C)S(=O)(=O)c1ccc(N=Cc2c(C(F)(F)F)[nH][nH]c2=O)cc1 | -2 | 25 | -1 | 86 | 2.6 | -14 | -25 | -3 | -5 | -10 | -5 |
| Cc1cc(/C=N/n2c(COc3ccccc3)nc3ccccc3c2=O)c(O)c([N+](=O)[O-])c1 | 8 | -130 | 2 | 79 | 1.1 | 26 | 130* | 1 | -3 | -22 | 18 |
| O=C(NCc1ccco1)c1cccc2c1C(=O)c1ccc(N3CCC(Cc4ccccc4)CC3)cc1S2(=O)=O | nt | -18 | -7 | 136 | 0.6 | -14 | 18 | 3 | -13 | -2 | 9 |
| Cn1cccc1-c1nc2ccc([N+](=O)[O-])cc2[nH]1 | 22 | 4 | -4 | 100 | 0.7 | 8 | -4 | -3 | 2 | 99* | 29 |
| COCCOC(=O)C1=C(C)NC(C)=C(C(=O)OC(C)C)C1c1cccc([N+](=O)[O-])c1 (stereo not drawn) | 75* | 5 | -7 | 98 | -0.4 | -8&-5 | 5 | -7 | -5 | 4 | -5 |
| O=C(c1ccccc1)N(Cc1cccc(Br)c1)C1CCS(=O)(=O)C1 (stereo not drawn) | 4 | 8 | -11 | 103 | -1.0 | 2 | -8 | -2 | 1 | 7 | -3 |
| Cc1ccccc1CC1CCN(CCCNC(=O)Nc2ccccc2)CC1 | 7 | 4 | 3 | 100 | 0.2 | i | -4 | -4 | -5 | 26 | -8 |
| O=C(CSc1ccc(-c2ccco2)nn1)Nc1ccc(F)cc1 | -5 | -9 | 3 | 106 | -0.1 | 6 | 9 | 0 | -2 | 1 | -15 |
| COC(=O)c1cc2oc3ccccc3c2n1Cc1ccccn1 | -1 | 7 | -24 | 100 | 0.0 | nt | -7 | -2 | -5 | 8 | 0 |
| COc1ccc(/C=C2\SC(=S)N(N3C(=O)CCC3=O)C2=O)cc1O | 1 | 11 | 7 | 97 | -0.7 | 192 | -11 | -1 | 4 | 1 | -21 |
